Compound activity (PubChem BioAssay)
E-sel inducer – E-selectin induction in HUVECs, primary screen, imaging, HUVEC, immunofluorescence imaging, single point. P16581. normalized: neutral wells 0, TNF-alpha wells 100. activation, % at 7.58 µM. hit rate 0.37% among 260,000. AID 686992, 2013;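 active = mean E-selectin-positive cell signal at least 10% of the positive control, reached in at least 60% of replicates, without over 20% cell loss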;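 also: in these data hits start at about 27%; measured in HUVEC primary endothelial cells; signal is the percent of cells scored E-selectin positive by PE staining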
Target sequence (P16581 whole entry, looked up): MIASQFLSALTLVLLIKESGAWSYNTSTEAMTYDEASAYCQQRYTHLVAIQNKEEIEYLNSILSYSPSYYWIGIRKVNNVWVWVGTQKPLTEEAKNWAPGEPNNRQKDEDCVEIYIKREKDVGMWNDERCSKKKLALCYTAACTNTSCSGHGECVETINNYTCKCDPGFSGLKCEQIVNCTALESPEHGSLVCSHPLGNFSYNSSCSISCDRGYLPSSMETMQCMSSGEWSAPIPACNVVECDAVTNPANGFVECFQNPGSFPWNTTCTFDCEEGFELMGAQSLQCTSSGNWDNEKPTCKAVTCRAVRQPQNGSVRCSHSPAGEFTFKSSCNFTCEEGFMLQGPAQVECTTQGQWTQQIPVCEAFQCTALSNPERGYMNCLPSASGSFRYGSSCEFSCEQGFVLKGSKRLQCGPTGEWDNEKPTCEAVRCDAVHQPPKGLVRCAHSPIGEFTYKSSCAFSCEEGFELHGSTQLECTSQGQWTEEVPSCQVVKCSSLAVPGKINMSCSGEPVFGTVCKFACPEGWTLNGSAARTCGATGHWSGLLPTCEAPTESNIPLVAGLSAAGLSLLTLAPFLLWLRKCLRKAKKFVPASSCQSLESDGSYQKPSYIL
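Material: HUVEC primary endothelial cells; Amount: 3,000 cells per well; Dosing: single concentration; Medium: EGM-2 growth medium on 0.1% gelatin-coated wells; Read-out basis: percent E-selectin-positive cells; Signal: immunofluorescence imaging; Control set: TNF-alpha, DMSO.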
ERAP1 HTS inh – human ERAP1 aminopeptidase inhibitors, primary screen, biochemical, single point, plate reader | AID 652197, 2013 | inhibition, % at 10.7 µM | Endoplasmic reticulum aminopeptidase 1 (Homo sapiens), Q9NZ08 | hit rate 0.15% among 340,000 | recombinant ERAP1, Leu-AMC fluorescence, 60 min;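 active = mean replicate inhibition of at least 30%, or all replicates individually reaching that 30% level; inactive = mean below 30% and not every replicate reaching it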;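 also: 0% = neutral control wells and 100% = L-leucinethiol positive control wells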
PGC1a acetyl inh – inhibitors of PGC1a acetylation signal, primary screen, cell-based, U2OS, AlphaScreen, inhibitor mode. inhibition, % at 15.6 µM. AID 651687, 2012. hit rate 0.17% among 350,000. AlphaScreen anti-acetyl-lysine; with virally co-expressed GCN5 acetyltransferase;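 active = every replicate shows inhibition of at least 40%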;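 also: 0% = neutral control wells and 100% = positive control wells; some results beyond the cut were filed as inactive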
PglD DTNB – C. jejuni PglD acetyltransferase inhibitors, primary screen, biochemical, DTNB colorimetric, single point | UDP-N-acetylbacillosamine N-acetyltransferase PglD (Campylobacter jejuni) | purified PglD enzyme, DTNB colorimetric CoA detection | inhibition, % at 12.5 µM | hit rate 0.098% among 360,000; in the data active = inhibition above about 16%, passing the limit was not always enough; also: strong numbers were not always called active
RAD54 branch – inhibitors of human RAD54 branch migration, primary screen, biochemical, fluorescence, single point. inhibition, % at 10.4 µM. hit rate 0.14% among 360,000. DNA repair and recombination protein RAD54-like (Homo sapiens), Q92698. RAD54 Holliday junction branch migration, FAM/BHQ fluorescence. AID 602329, 2012;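 active = mean normalized replicate activity at least 40 and at least half of replicates scoring 40 or more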;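 also: 0% = median of neutral control wells and 100% = median of positive control wells; inhibitors cause a drop in the FAM fluorescence signal; in these data hits start at about 50%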
RAD52 anneal inh – RAD52 DNA annealing inhibitors, primary screen, biochemical, FRET, single point, set 2; DNA repair protein RAD52 homolog (Homo sapiens), P43351; recombinant RAD52 DNA annealing, FRET fluorescence; inhibition, % at 18.7 µM; hit rate 0.46% among 360,000;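 active = every replicate showing at least 50% inhibition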
Target sequence (P43351 whole entry, looked up): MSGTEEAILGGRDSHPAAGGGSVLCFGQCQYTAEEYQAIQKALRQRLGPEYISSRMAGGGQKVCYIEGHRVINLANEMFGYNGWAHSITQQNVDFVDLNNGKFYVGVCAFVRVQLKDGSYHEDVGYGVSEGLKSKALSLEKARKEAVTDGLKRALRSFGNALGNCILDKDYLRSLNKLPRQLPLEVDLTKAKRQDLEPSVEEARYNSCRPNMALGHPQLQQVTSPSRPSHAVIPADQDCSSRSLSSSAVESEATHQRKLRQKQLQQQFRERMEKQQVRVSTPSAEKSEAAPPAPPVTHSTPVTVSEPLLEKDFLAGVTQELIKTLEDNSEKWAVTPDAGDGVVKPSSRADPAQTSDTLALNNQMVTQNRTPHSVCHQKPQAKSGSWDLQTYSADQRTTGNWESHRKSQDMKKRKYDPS
Cneo AK release – Cryptococcus neoformans cell lysis inducers, primary screen, AK release luminescence, single concentration. C. neoformans lysis, adenylate kinase release luminescence, 4 h; normalised: neutral wells 0, clomiphene wells 100. lysis activity, % at 15 µM. hit rate 0.2% among 360,000. AID 651654, 2012;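 active = mean lysis activity across replicates of at least 80%, whatever share of replicates individually reach that level; inactive = mean lysis activity below 80%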
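Assay system: C. neoformans cells. Amount: yeast cell density of 5 × 10^6 cells/mL. Technique: AK luminescence. Buffer or medium: YPD. Times: static 4 h at 37 °C with compound, 1 h detection. Dosing: single-point compound dose. Read-out: lysis from increased AK signal.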
miR122 inh – miR-122 Renilla sensor signal increase in Huh7, primary screen, miR-122 inhibitor project, cell-based, single point, plate reader; activation (reporter increase), % at 12.5 µM; Huh7 miR-122 Renilla luciferase sensor, 48 h; neutral wells = 0, positive control = 100; hit rate 0.3% among 340,000;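 active = mean replicate activation score at least 90 and every replicate individually at or above 90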;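 also: higher luciferase means less miR-122 activity so hits act as miR-122 inhibitors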
An asterisk follows results filed as active; [ ] = dose if it differs, or a comment.

For Cc1cc(C)nc(NC(=O)c2ccc(Br)cc2)n1 the results were E-sel inducer -0.1, ERAP1 HTS inh 2, PglD DTNB -6, RAD54 branch 3, RAD52 anneal inh 2 and Cneo AK release -4.
`Cc1noc(C)c1S(=O)(=O)N(C)C[C@@H]1Oc2c(cccc2N(C)C)C(=O)N([C@@H](C)CO)C[C@H]1C` gave E-sel inducer 0.0, ERAP1 HTS inh 3, PGC1a acetyl inh 2, PglD DTNB 0, RAD54 branch 0, RAD52 anneal inh 21, Cneo AK release 1 and miR122 inh -5[16.7 µM].
COCC(=O)N1[C@H](C#N)[C@@H](c2ccccc2)[C@H]1CO was read as E-sel inducer 0.2, ERAP1 HTS inh 6, PGC1a acetyl inh 6, PglD DTNB -2, RAD54 branch 4, RAD52 anneal inh -15 and Cneo AK release 0.
COc1ccccc1-c1ccccc1[C@H]1[C@@H](C#N)N(C(=O)CN(C)C)[C@@H]1CO was read as E-sel inducer 0.0, ERAP1 HTS inh 2, PGC1a acetyl inh 7 and RAD52 anneal inh 8.
Screening COc1cccc(CNS(=O)(=O)/C=C/c2ccc3c(c2)OCO3)c1 returned PGC1a acetyl inh -12, PglD DTNB -1, RAD54 branch 0, Cneo AK release 4 and miR122 inh 2.
Screening C[C@H](CO)N1C[C@H](C)[C@@H](CN(C)Cc2ccc(Oc3ccccc3)cc2)Oc2c(NC(=O)c3ccc(-c4nccs4)cc3)cccc2C1=O returned E-sel inducer 0.5, ERAP1 HTS inh -6, PGC1a acetyl inh -3, PglD DTNB 4, RAD54 branch -19, RAD52 anneal inh -18, Cneo AK release -2 and miR122 inh 49[16.7 µM].
For C[C@@H]1CN([C@@H](C)CO)C(=O)Cc2cc(NC(=O)NC3CCCCC3)ccc2O[C@@H]1CN(C)C(=O)Nc1ccc(C(F)(F)F)cc1 the results were E-sel inducer 0.4, ERAP1 HTS inh -5, PGC1a acetyl inh 0, PglD DTNB 1, RAD54 branch -4, RAD52 anneal inh -2, Cneo AK release -2 and miR122 inh 10[16.7 µM].
`C[C@H]1CCCCO[C@H](CN(C)CC2CC2)[C@@H](C)CN([C@@H](C)CO)C(=O)c2cc(NC(=O)Nc3ccccc3)ccc2O1` gave ERAP1 HTS inh -1, PGC1a acetyl inh 4, PglD DTNB 2, RAD54 branch 12, RAD52 anneal inh 40, Cneo AK release 8 and miR122 inh 9[16.7 µM].
Screening Cc1ccc(-c2nnc(Oc3cccc(C)c3)c3ccccc23)cc1 returned PglD DTNB -1, RAD54 branch 4, Cneo AK release 0 and miR122 inh -4.
`CCN(CC)S(=O)(=O)c1ccc(S(=O)(=O)N2CCN(CCC#N)CC2)cc1` gave E-sel inducer 0.3, ERAP1 HTS inh 0, PglD DTNB -5, RAD54 branch -8, RAD52 anneal inh -8 and Cneo AK release -3.
Screening CC(C)(C)OC(=O)NCCC(=O)N/N=C/c1cccc2cccnc12 returned E-sel inducer -0.1, ERAP1 HTS inh -7, PGC1a acetyl inh 1, PglD DTNB 5, RAD54 branch -6, RAD52 anneal inh -3, Cneo AK release 0 and miR122 inh -5.
Screening Cc1ccc(CN(C)c2nc(-c3cccnc3)nc3ccccc23)o1 returned E-sel inducer 0.1, ERAP1 HTS inh 0, PGC1a acetyl inh -6, PglD DTNB -2, RAD54 branch -1, RAD52 anneal inh -57, Cneo AK release 3 and miR122 inh -3.
Screening Cc1ccc(C(=O)CC2(O)C(=O)N(Cc3ccc4c(c3)OCO4)c3ccccc32)cc1 (stereo not drawn) returned PGC1a acetyl inh -13, PglD DTNB -2, RAD54 branch 11, Cneo AK release 0 and miR122 inh 4.
Cc1ccc(N(CC(=O)N2CCc3ccccc32)C2=NC(=O)CS2)cc1 was read as PglD DTNB 3, RAD54 branch 6, Cneo AK release 0 and miR122 inh 9.
For Cc1occc1-c1nnc(SCC(=O)c2ccc(F)cc2)n1Cc1ccco1 the results were PGC1a acetyl inh 13, PglD DTNB 3, RAD54 branch -2, Cneo AK release 0 and miR122 inh -9.
CS(=O)(=O)N1CCCC(C(=O)NCCCN2CCN(Cc3ccccc3)CC2)C1 (stereo not drawn) was read as ERAP1 HTS inh -5, PGC1a acetyl inh -2, PglD DTNB 0, RAD54 branch -13, RAD52 anneal inh -11, Cneo AK release -3 and miR122 inh -6.
Screening COc1ccc(CNC(=O)C[C@@H]2CC[C@H]3[C@@H](COc4ccc(NC(=O)C5CC5)cc4C(=O)N3C)O2)cc1 returned E-sel inducer 0.1, ERAP1 HTS inh -1, PGC1a acetyl inh 2, PglD DTNB 2, RAD54 branch 5, RAD52 anneal inh 14, Cneo AK release 72 and miR122 inh 27[16.7 µM].
For CO[C@@H]1CN(C)C(=O)c2ccc(NC(=O)CN(C)C)cc2OC[C@@H](C)N(C(=O)c2ccncc2)C[C@H]1C the results were E-sel inducer -0.1, PGC1a acetyl inh 0, PglD DTNB 3, RAD54 branch -7, RAD52 anneal inh 7 and Cneo AK release 0.
`O=C(O)c1ccc(N2CCCCCC2)c(N2C(=O)c3ccccc3C2=O)c1` gave PGC1a acetyl inh -3, PglD DTNB -2, RAD54 branch 7, Cneo AK release 4 and miR122 inh 0.
Cc1cc(C)c(S(=O)(=O)Nc2ccc(OCC(=O)O)cc2)c(C)c1 was read as E-sel inducer -0.2, ERAP1 HTS inh -1, PGC1a acetyl inh 5, PglD DTNB 5, RAD54 branch -9, RAD52 anneal inh -5 and Cneo AK release -1.
For O=C(O)C[C@H]1CC[C@@H](NC(=O)Nc2cc(F)ccc2F)[C@H](CO)O1 the results were E-sel inducer -0.2, ERAP1 HTS inh 0, PGC1a acetyl inh 4, PglD DTNB 3, RAD54 branch 8, RAD52 anneal inh -2 and Cneo AK release 4.
Screening C[C@@H]1CN([C@H](C)CO)C(=O)c2cc(-c3ccncc3)cnc2O[C@H]1CN(C)Cc1cccnc1 returned E-sel inducer 0.2, ERAP1 HTS inh -1, PGC1a acetyl inh 1, PglD DTNB 2, RAD54 branch 0, RAD52 anneal inh -1, Cneo AK release 2 and miR122 inh 2[16.7 µM].
`CSc1ccc2c(c1)C(N1CCN(C)CC1)Cc1ccc(F)cc1S2` (stereo not drawn) gave E-sel inducer -0.1, ERAP1 HTS inh 8, PGC1a acetyl inh -4, PglD DTNB 5, RAD54 branch 11, RAD52 anneal inh 51*, Cneo AK release 3 and miR122 inh -3.
For C1COCCNCCOCCOCCN1 the results were PGC1a acetyl inh 3, PglD DTNB 5, RAD54 branch -1, Cneo AK release 0 and miR122 inh 0.
For COc1ccc(-n2nnnc2SCC(=O)N2CCOCC2)cc1 the results were E-sel inducer 1.4, PGC1a acetyl inh 11, PglD DTNB -1, RAD54 branch -4, RAD52 anneal inh -30, Cneo AK release -1 and miR122 inh 2.
For Fc1ccc(OCCOCCOc2cccc3[nH]ccc23)cc1 the results were ERAP1 HTS inh 1, PGC1a acetyl inh 13, PglD DTNB 0, RAD54 branch 0, RAD52 anneal inh -10, Cneo AK release -1 and miR122 inh -16.
Screening C[C@@H]1CN([C@@H](C)CO)C(=O)c2cc(NC(=O)Nc3cccc4ccccc34)ccc2O[C@H]1CN(C)CC1CCCCC1 returned E-sel inducer 20, ERAP1 HTS inh 1, PGC1a acetyl inh -3, PglD DTNB 0, RAD54 branch 9, RAD52 anneal inh 24, Cneo AK release 1 and miR122 inh 0[16.7 µM].
`COC(=O)c1cc(NC(=O)c2cccs2)ccc1N1CCOCC1` gave E-sel inducer 0.0, ERAP1 HTS inh -1, PGC1a acetyl inh 0 and RAD52 anneal inh 9.
For COc1c(-c2ccc(O)c(O)c2)oc2cc(O)cc(O)c2c1=O the results were PGC1a acetyl inh -14, PglD DTNB -6, RAD54 branch 21, RAD52 anneal inh -18, Cneo AK release 4 and miR122 inh -15.
`CC(Sc1nc2ccccc2c(=O)n1C)C(=O)Nc1ccc2c(c1)OCCO2` (stereo not drawn) gave E-sel inducer 0.1, ERAP1 HTS inh 4, PGC1a acetyl inh -3, PglD DTNB 5, RAD54 branch 6, RAD52 anneal inh -14, Cneo AK release -2 and miR122 inh -9.
`COCC(=O)N1CC(=O)N2[C@H](CO)[C@@H](c3ccc(C#CC(C)C)cc3)[C@H]2C1` gave E-sel inducer 0.1, ERAP1 HTS inh 1, PGC1a acetyl inh -2 and RAD52 anneal inh -5.
For CC1(C(=O)NCc2cccc(Cl)c2)Cc2c(-c3cccc(C(N)=O)c3)ccnc2O1 (stereo not drawn) the results were E-sel inducer 4.9, ERAP1 HTS inh 0, PGC1a acetyl inh -15, PglD DTNB 3, RAD54 branch -5, RAD52 anneal inh 2, Cneo AK release -1 and miR122 inh 3.
For O=C(NCc1cccc(F)c1F)C1CCC(=O)N(C2CC2)C1 (stereo not drawn) the results were E-sel inducer -0.2, ERAP1 HTS inh 1, PglD DTNB -2, RAD54 branch -13, RAD52 anneal inh -8 and Cneo AK release 0.
Screening CC(NS(=O)(=O)OCC(Cl)(Cl)Cl)c1ccc(Br)cc1 (stereo not drawn) returned E-sel inducer 0.1, ERAP1 HTS inh 3, PglD DTNB 4, RAD54 branch 10, RAD52 anneal inh -4 and Cneo AK release 3.
CC[C@@H]1C=C(C(=O)O)[C@H](c2ccc(OC)c(OC)c2)N1S(=O)(=O)c1ccc(C)cc1 was read as E-sel inducer 0.4, ERAP1 HTS inh 2, PGC1a acetyl inh 2, PglD DTNB -2, RAD54 branch -10, RAD52 anneal inh -13, Cneo AK release 0 and miR122 inh -7.
COCC#Cc1cnc2c(c1)C(=O)N([C@@H](C)CO)C[C@H](C)[C@H](CN(C)C(=O)Cc1ccncc1)O2 was read as E-sel inducer 0.3, ERAP1 HTS inh 0, PGC1a acetyl inh 12, PglD DTNB 0, RAD54 branch -3, RAD52 anneal inh -27, Cneo AK release 0 and miR122 inh 0[16.7 µM].
OCCN(Cc1ccccc1)CC(O)COc1ccc2c(c1)OCO2 (stereo not drawn) was read as E-sel inducer 0.2, ERAP1 HTS inh -1, PGC1a acetyl inh 2, PglD DTNB -3, RAD54 branch -3, RAD52 anneal inh -13, Cneo AK release 10 and miR122 inh -6.
`C=CC(C)(C)c1c2occc2c(O)c2ccc(=O)oc12` gave ERAP1 HTS inh 0, PGC1a acetyl inh -11, PglD DTNB 4, RAD54 branch 1, RAD52 anneal inh -6, Cneo AK release 0 and miR122 inh -1.
For COc1ccc(NC(=O)N(C)C[C@H]2OCCCC[C@@H](C)Oc3ccc(NS(=O)(=O)c4c(C)noc4C)cc3C(=O)N([C@H](C)CO)C[C@H]2C)cc1 the results were E-sel inducer -0.1, PGC1a acetyl inh -2, PglD DTNB 0, RAD54 branch 9, Cneo AK release -1 and miR122 inh -13[16.7 µM].

Looked up one by one from above:
`O=C(O)c1ccc(N2CCCCCC2)c(N2C(=O)c3ccccc3C2=O)c1` gave PGC1a acetyl inh -3, PglD DTNB -2, RAD54 branch 7, Cneo AK release 4 and miR122 inh 0.
`C=CC(C)(C)c1c2occc2c(O)c2ccc(=O)oc12` gave ERAP1 HTS inh 0, PGC1a acetyl inh -11, PglD DTNB 4, RAD54 branch 1, RAD52 anneal inh -6, Cneo AK release 0 and miR122 inh -1.
